Screening results from PubChem BioAssay.
GCN5L2 inh = inhibitors of human GCN5L2 histone acetyltransferase; Q92830; Potency, µM (doses to about 58.9 µM), for inactives: top-dose activity change, negative = inhibition, hits mostly inhibitors; AID 504327; 0.21% of 390,000 active; GCN5L2 HAT assay, ThioGlo1 CoA-SH fluorescence
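Free CoA generated was detected with ThioGlo1 (50uM) fluorescence at Ex340nm/Em540nm, read immediately and after 20 min at room temperature. Enzyme, 20 nM in HEPES pH 7.5 buffer, saw compounds 15 min before adding 75uM H3(1-25) peptide and 70uM acetyl-CoA.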
N370S GC mod = N370S glucocerebrosidase modulation, Gaucher chaperone candidate; P04062; N370S GC spleen homogenate, 4MU-glucoside fluorescence; Potency, µM (titrated, usually from 59.4 µM), without a hit: at the highest dose activity change, negative = inhibition, actives largely listed as inhibitors; 0.092% of 330,000 active;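 further: 0% = full enzyme activity and -100% = no enzyme basal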
FEN1 inhibitor = human FEN1 inhibition; Recombinant FEN1 flap cleavage, fluorescence, 15 min; Potency, µM (titrated, usually from 114 µM), inactives show top-dose activity change, negative = inhibition, most hits filed as inhibitors; 0.35% of 390,000 active; AID 588795; further: nearly all actives have a fitted effect of over 65% in size
Target sequence (P39748 whole entry, looked up): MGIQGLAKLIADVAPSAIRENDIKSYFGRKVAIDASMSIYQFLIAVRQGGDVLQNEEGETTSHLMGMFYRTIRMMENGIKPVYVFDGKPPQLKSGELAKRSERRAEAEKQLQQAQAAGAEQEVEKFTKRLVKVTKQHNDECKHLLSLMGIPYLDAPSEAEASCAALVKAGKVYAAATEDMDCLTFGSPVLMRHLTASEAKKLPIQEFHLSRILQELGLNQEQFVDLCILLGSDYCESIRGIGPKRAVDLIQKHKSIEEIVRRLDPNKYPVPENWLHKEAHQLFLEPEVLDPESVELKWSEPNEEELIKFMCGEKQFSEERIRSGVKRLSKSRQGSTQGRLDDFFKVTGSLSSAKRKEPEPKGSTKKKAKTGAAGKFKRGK
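Compounds are tested as a concentration series against 10 nM FEN1; after a 15 min room-temperature preincubation, 50 nM substrate starts cleavage, with plate reads at 0 and 15 min. Normalized responses are fitted by a Hill equation.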
* marks the source's active call; other numbers are inactive results; u = inconclusive; x = no result given; & = joins results of further samples; [ ] = remark or other dose. The call rests on the fitted dose curve; in most records, active means well fitted curve in the direction sought with a large enough effect; inconclusive means small, poorly fitted or top-dose-only effect, or another doubt; inactive means no such curve, though single readings can be large; an effect the other way counts as inactive or inconclusive. Unless noted, on the % scale 0 is the no-effect control and ±100 the full control effect; potency means the concentration at half of the fitted maximal effect.

SMILES	GCN5L2 inh	N370S GC mod	FEN1 inhibitor
Cc1ccccc1OCC(=O)Nc1ccc2c(c1)ncn2C	1%	-2%	-3%
CCc1ccc(Oc2coc3cc(O)ccc3c2=O)cc1	-11%	u	13%
CCOc1ccc(OC(=O)c2c(-c3ccccc3Cl)noc2C)cc1	5%	x	7%
Cc1cc(C)n(-c2nc3ccccc3nc2N2CCCCCC2)n1	-6%	7%	-1%
O=C(c1ccc(F)cc1F)N1CCC(c2noc(-c3ccc(S(=O)(=O)N4CCCC4)cc3)n2)CC1	-10%	x	-1%
CSCCC(NC(=O)c1ccccc1)C(=O)N1CC(C)OC(C)C1 (stereo not drawn)	3%	x	-7%
CC(C)C[C@H](NC(=O)CCCn1nnc2ccccc2c1=O)C(=O)O	-3%	2%	-10%
COCc1nnc(NC(=O)C2CC(=O)N(CCc3ccc(F)cc3)C2)s1 (stereo not drawn)	-6%	-10%	10%
Cc1cccc(CN2C(=O)c3ccccc3Sc3ccc(C(=O)NCCCN4CCOCC4)cc32)c1	-8%&-1%	u	9%&-14%
O=C(c1cc2cc(F)ccc2[nH]1)N1CCCC(Nc2ccc(F)cc2)C1 (stereo not drawn)	-16%	-11%	5%
Cc1ccc(-c2nn(-c3ccccc3)cc2C=C2C(=O)CC(C)(C)CC2=O)cc1	-3%	-14%	-5%
O=C(Cc1ccccc1)Nc1c(C(=O)Nc2ccccc2F)oc2ccccc12	2%	x	22%
Cn1c(=O)c2c(nc(N3CCN(Cc4ccccc4)CC3)n2CCCc2ccccc2)n(C)c1=O	-7%	-2%	-2%
C/C(=N/NC(=O)c1cc(-c2ccccc2)nc2c(Cl)cccc12)c1cccnc1	-5%	4%	-6%
COCCn1c(=NC(=O)c2ccc3c(c2)OCCO3)sc2cc(C(=O)OC)ccc21	-6%	x	16%
O=C(CCC1N=C2c3ccccc3N=C(SCc3cccc(F)c3)N2C1=O)NCCc1ccccc1 (stereo not drawn)	-11%	x	-4%
Cc1cc(C)cc(OCC(=O)Nc2ccc(N3CCN(S(C)(=O)=O)CC3)cc2)c1	-4%	19%	-1%
Cc1ccccc1-c1nnn(CC(=O)NC(=O)NC2CCCC2)n1	-11%	x	-6%
O=[N+]([O-])c1ccccc1CCc1cnc(Cl)s1	-3%	-4%	9%
CCCCC(=O)Nc1cccc(NC(=O)c2cccc(Br)c2)c1	u	-6%	-13%
CC(C)=N/N=c1\scc(C)n1Cc1ccco1	0%	2%	2%
Cc1ccc(C(C)C)c(OCCn2cc(C(=O)c3ccco3)c3ccccc32)c1	-18%	x	-22%
O=C(Cn1c(=O)c2sccc2n(Cc2ccc([N+](=O)[O-])cc2)c1=O)NCCc1ccccc1	23%	-4%	0%
CCOC(=O)c1cnc2c(C(F)(F)F)cccc2c1NCCCN1CCOCC1	-9%	-11%	8%
CC(=O)C1=C(O)C(=O)N(c2ccc(O)cc2)C1c1ccc(Cl)cc1 (stereo not drawn)	-16%	3%	5%
Cc1ccc(-n2ncc3c(N4CCN(c5ccc(F)cc5)CC4)ncnc32)cc1	7%	x	12%
C=CCNC(=O)/C(C#N)=C\c1cc(Cl)c(OCC)c(OC)c1	-5%	-2%	-7%
CCCSc1ncc(Cl)c(C(=O)Nc2ccc(S(=O)(=O)N3CC(C)OC(C)C3)cc2)n1 (stereo not drawn)	-12%	2%	-15%
CC(C)(C)OC(=O)N[C@@H](C(=O)OC(C)(C)C)c1ccc(C(F)(F)F)cc1	-1%	x	1%
CN(C(=O)c1ccco1)c1nnc(C23CC4CC(CC(C4)C2)C3)s1	-2%	3%	-6%
Cc1cccc(/C=N/NC(=O)c2cc(Br)ccc2O)n1	-13%	-2%	8%
COc1ccc(-c2noc(N3CCC(C(=O)Nc4cc(OC)c(OC)c(OC)c4)CC3)n2)cc1	-3%	-5%	5%
Cc1nn(Cc2ccccc2Cl)c(C)c1NC(=O)c1noc(C(C)C)c1[N+](=O)[O-]	-3%	u	0%
COc1cccc(C(=O)Nc2c(C(=O)c3ccc(F)cc3)oc3ccccc23)c1	1%	x	-9%
Cc1ccc(S(=O)(=O)N2CCCC(C(=O)NCCc3ccc4c(c3)OCO4)C2)cc1 (stereo not drawn)	-1%	-14%	1%
O=C(Nc1ccc(S(=O)(=O)N2CCCC2)cc1)c1cncc(Br)c1	-4%	x	u
COc1ccccc1N1CCN(c2ccc([N+](=O)[O-])cn2)CC1	-1%	3%	7%
Cc1c(C(=O)Nc2cccc(N(C)S(C)(=O)=O)c2)cccc1[N+](=O)[O-]	-11%	-7%	1%
CCOc1ccc(NC(=O)C2CCN(S(=O)(=O)c3cccnc3)CC2)cc1	0%	-11%	6%
CC1CCCC(NC(=O)COC(=O)c2ccc(S(=O)(=O)N3CCOCC3)cc2)C1C (stereo not drawn)	-2%	-3%	-2%
O=C(CCNC(=O)c1ccccc1Cl)NCc1ccncc1	4%	-2%	-2%
CCCCNc1nc2c(S(=O)(=O)c3ccc(Cl)cc3)nnn2c2ccsc12	3%	x	-11%
CC(=O)OC1CCC2(C)C(=CCC3C2CCC2(C)C3CC3OC4(CCC(C)CN4)C(C)C32)C1 (stereo not drawn)	16%	15%	2%
C=C(C)CSc1nnc(-c2cccc(S(=O)(=O)N(C)C)c2)n1-c1cc(OC)ccc1OC	-1%	8%	-5%
COc1ccc(C(=O)N/N=C/C(C)c2ccccc2)cc1OC (stereo not drawn)	-1%	4%	4%
CC(C)Cc1ccc(CN2CCCC(NC(=O)c3ccnn3C)C2)cc1 (stereo not drawn)	-5%	-1%	-1%
COc1ccc2[nH]c3c(c2c1)CCN1C(=O)C(CC(=O)NCC24CC5CC(CC(C5)C2)C4)C[C@H](C(=O)N2CCOCC2)[C@@]31C (stereo partly drawn)	1%	x	-7%
Cc1ccc(/C=N/NC(=O)c2ccccn2)o1	29%	-2%	-6%
COc1ccc(C(=O)C(CN2CCOCC2)c2ccccc2)cc1F (stereo not drawn)	-3%	10%	-4%
CN(Cc1ccccn1)C(=O)c1ccc2nc(Cc3cccc(Cl)c3)oc2c1	-21%	-12%	5%

Part of the list above, in CSV form.
molecule,GCN5L2 inh,N370S GC mod,FEN1 inhibitor
Cc1nn(Cc2ccccc2Cl)c(C)c1NC(=O)c1noc(C(C)C)c1[N+](=O)[O-],-3%,u,0%
COc1cccc(C(=O)Nc2c(C(=O)c3ccc(F)cc3)oc3ccccc23)c1,1%,x,-9%
Cc1ccc(S(=O)(=O)N2CCCC(C(=O)NCCc3ccc4c(c3)OCO4)C2)cc1 (stereo not drawn),-1%,-14%,1%
O=C(Nc1ccc(S(=O)(=O)N2CCCC2)cc1)c1cncc(Br)c1,-4%,x,u
COc1ccccc1N1CCN(c2ccc([N+](=O)[O-])cn2)CC1,-1%,3%,7%
Cc1c(C(=O)Nc2cccc(N(C)S(C)(=O)=O)c2)cccc1[N+](=O)[O-],-11%,-7%,1%
CCOc1ccc(NC(=O)C2CCN(S(=O)(=O)c3cccnc3)CC2)cc1,0%,-11%,6%
CC1CCCC(NC(=O)COC(=O)c2ccc(S(=O)(=O)N3CCOCC3)cc2)C1C (stereo not drawn),-2%,-3%,-2%
O=C(CCNC(=O)c1ccccc1Cl)NCc1ccncc1,4%,-2%,-2%
CCCCNc1nc2c(S(=O)(=O)c3ccc(Cl)cc3)nnn2c2ccsc12,3%,x,-11%
CC(=O)OC1CCC2(C)C(=CCC3C2CCC2(C)C3CC3OC4(CCC(C)CN4)C(C)C32)C1 (stereo not drawn),16%,15%,2%
C=C(C)CSc1nnc(-c2cccc(S(=O)(=O)N(C)C)c2)n1-c1cc(OC)ccc1OC,-1%,8%,-5%
COc1ccc(C(=O)N/N=C/C(C)c2ccccc2)cc1OC (stereo not drawn),-1%,4%,4%
CC(C)Cc1ccc(CN2CCCC(NC(=O)c3ccnn3C)C2)cc1 (stereo not drawn),-5%,-1%,-1%
COc1ccc2[nH]c3c(c2c1)CCN1C(=O)C(CC(=O)NCC24CC5CC(CC(C5)C2)C4)C[C@H](C(=O)N2CCOCC2)[C@@]31C (stereo partly drawn),1%,x,-7%

Next entries follow:
SMILES	GCN5L2 inh	N370S GC mod	FEN1 inhibitor
COCCNC(=O)COc1ncnc2ccc(Br)cc12	-4%	-13%	1%
O=C(CN1CCN(S(=O)(=O)c2ccc(F)cc2)CC1)N1CCOCC1	0%	2%	7%
Cc1nn(C)c2c1c(-c1ccccc1)cc(=O)n2CC(=O)Nc1ccccc1C(F)(F)F	-13%	x	-5%
C=CCn1c(CCNC(=O)c2cccs2)nnc1SCC(=O)Nc1cccc(Cl)c1C	3%	13%	6%
CCOc1ccc(NC(=O)Cn2sc3nc(C)cc(C)c3c2=O)cc1	u	3%	89µM*
O=C(c1cc(S(=O)(=O)N2CCOCC2)ccc1F)N(Cc1nnc(-c2ccccc2Cl)o1)C1CC1	-2%	4%	-6%
O=C(NCc1cccnc1)c1ccc(CS(=O)(=O)c2ccc(Cl)cc2)o1	1%	1%	0%
COc1ccccc1CNC(=O)CNC(=O)c1cn(-c2ccccc2OC)c(=O)c2ccccc12	1%	-5%	9%
CCCCC(C(=O)NC1CCCC1)N(C(=O)c1snc(C(N)=O)c1N)c1ccc(C)cc1 (stereo not drawn)	-4%	-1%	13%
O=C(N/C(=C\c1ccc2c(c1)OCO2)C(=O)N1CCOCC1)c1ccccc1Br	-10%	-2%	-3%
O=C(NCc1ccc(/C=N\NC(=O)C(=O)Nc2ccccc2Br)o1)C(=O)Nc1ccccc1	-10%	-8%	1%
O=C(CN1C(=O)c2ccccc2C1=O)NCCOc1ccccc1	1%	-1%	-5%
Cc1ccccc1NC(=O)c1cc2c(-c3ccccc3)nn(-c3ccccc3)c2s1	-9%	x	-7%
CC(C)c1nc2n[nH]c(N)c2c2c1CSC(C)(C)C2	-1%	3%	-1%
CCc1cccc(NC(=O)CN(C)S(=O)(=O)c2cnc[nH]2)c1	-9%	-17%	-3%
COc1ccc(NC(=O)CCc2nnc3n(C)c(=O)c4sccc4n23)cc1	-4%	x	-13%
Cc1cc2nc(C3CCCN(C(=S)Nc4ccccc4)C3)[nH]c2cc1C (stereo not drawn)	0%	x	-1%
CC(=O)c1ccc(S(=O)(=O)Nc2ccc(-n3cnnn3)cc2)cc1	3%	x	6%
O=C(CSc1ccc(Cl)cc1)Nc1nnc(-c2ccco2)o1	-6%	-1%	1%
O=C(CSc1n[nH]c(-c2ccncc2)n1)c1cccc([N+](=O)[O-])c1	-3%	-8%	15%
O=C(NC1CCCC1)C(c1ccccn1)N(C(=O)c1csnn1)c1ccc(F)cc1 (stereo not drawn)	-1%	-2%	3%
O=C(NCc1ccc(F)cc1)c1ccc(S(=O)(=O)Nc2cccc(C(F)(F)F)c2)cc1	-9%	-6%	-4%
Cc1c(NC(=O)c2ccc(Cl)c(S(=O)(=O)N3CCOCC3)c2)c(=O)n(-c2ccccc2)n1C	0%	2%	-5%
CC(C)Oc1ccc(C(CC(=O)O)NC(=O)C2CCCCC2)cc1 (stereo not drawn)	-6%	27%	40%[activator]
COc1cc(C2NC(=O)NC3=C2C(=O)OC3)cc(OC)c1OC (stereo not drawn)	-1%	2%	4%
CC1Cc2ccccc2N1C(=O)COC(=O)C1=COCCO1 (stereo not drawn)	-1%	7%[2.35 µM]	0%
COc1ccc(CNC(=O)COC(=O)c2cccc(S(=O)(=O)N3CCOCC3)c2)cc1	-2%	x	2%
Cn1cccc1/C=N\NC(=O)C1COc2ccc(C(C)(C)C)cc2O1 (stereo not drawn)	-14%	30%	-3%
CN(C)CCCN(C(=O)c1ccco1)c1nc2ccc(Cl)cc2s1	1%	-5%	-2%
CN(C)c1ncc2nc(-c3ccc(F)cc3)c(=O)n(C3CC3)c2n1	u	29%	x
CC(=O)Nc1ccccc1OCC(=O)c1cc(C)n(Cc2cccs2)c1C	-2%	11%	5%
CC(=O)N1/C(=C/c2ccc(N(C)C)cc2)C(=O)c2ccccc21	-13%	16%	-7%
O=C(Nc1ccccc1N1CCOCC1)c1cc(-c2ccco2)nc2ccccc12	-16%	2%	-11%
O=C(N/C(=C\c1ccccc1)C(=O)N1CCN(CCO)CC1)c1ccccc1	3%	6%	-3%
O=C(Nc1nnc(SCc2ccccc2)s1)C1=COCCO1	-3%	0%	5%
Nc1nc(Br)c2ccccc2c1-c1ccc(F)cc1	-2%	9%	-1%
CCC(C)[C@H](NC(=O)Nc1ccc(C)cc1C)C(=O)O (stereo partly drawn)	-8%	3%	18%
CCC1Oc2ccccc2N(CC(=O)Nc2ccccc2OC)C1=O (stereo not drawn)	-4%	-5%	9%
COc1ccc(/C=N/Nc2cc(C)nc(-n3nc(C)cc3C)n2)cc1	-9%	-5%	-8%

Outcome played no part in choosing rows; overall some 0.54% were active at least once.
